Screens deposited in PubChem by NCI.
NCI-60 one-dose screen, 48 h, at 10 µM unless noted. Numbers give growth in % (100 = growth as untreated, 0 = no growth, -100 = all killed).
SR: SR leukemia cells. 73,000 tested, 8.7% active
K-562: K-562 leukemia; 78,000 tested, 7.4% active; AID 1794777
CCRF-CEM: CCRF-CEM leukemia | 77,000 tested, 7% active | AID 1794778
RPMI-8226: RPMI-8226 leukemia cells; 77,000 tested, 7.5% active
MDA-MB-468: MDA-MB-468 breast cancer. 78,000 tested, 8.5% active. AID 2202374
MOLT-4: MOLT-4 leukemia cells. 80,000 tested, 6.9% active
MDA-MB-231: MDA-MB-231 breast cancer; 81,000 tested, 5% active
MDA-MB-435: MDA-MB-435 melanoma; 82,000 tested, 7.8% active
Starred values were filed as active, the others as inactive; . = not tested or not shown. The calls were made as follows: active = growth percent below 10; inactive = the rest.

smiles	SR	K-562	CCRF-CEM	RPMI-8226	MDA-MB-468	MOLT-4	MDA-MB-231	MDA-MB-435
O=[N+]([O-])c1ccc(-c2nnc(Cn3c(Cc4cccc5ccccc45)nc4ccccc43)o2)cc1	56	52	65	52	36	50	75	75
O=C(CNc1nc(-c2cccc([N+](=O)[O-])c2)cs1)Nc1ccccc1[N+](=O)[O-]	99	109	.	110	97	109	104	108
CSc1cccc(/C(C)=C(\C)C2CC2CCNS(=O)(=O)c2ccc(C)cc2)c1 (configuration not stated)	.	.	82	79	37	.	82	96
CCn1c(SCC(=O)Nc2cccc(C(=O)/C=C/c3ccc(C)cc3C)c2)nc2ccccc2c1=O	72	81	77	64	79	79	83	104
COc1cc(C)cc2oc3oc(=N)c(-c4csc(-c5c[nH]c6ccccc56)n4)cc3c(=O)c12	105	95	89	110	103	90	92	94
CC(CCc1ccc(Cl)c(Cl)c1)NCc1ccc(C(C)(C)C)cc1 (configuration not stated)	-11*	25	77	75	31	.	73	93
CN1[C@@H](CCc2ccc(OCCF)cc2)CCC[C@H]1CCc1ccc(OCCF)cc1	63	72	82	86	98	76	86	101
C=C(C)C(=O)O[C@H]1C[C@@]2(C)OC(=CC2=O)/C(CO)=C\[C@H]2OC(=O)C(=C)[C@H]12	-39*	.	-44*	-26*	-34*	-28*	-54*	-71*
COc1ccc(-c2nc(/N=C/c3ccc(O)cc3)n[nH]2)cc1	82	84	90	90	98	80	97	104
O=C1c2ccccc2C(=Cc2cccnc2)c2ccccc21	81	90	90	85	97	90	84	104
C/C(=C\CCc1ccoc1)CC/C=C(\C)CCCBr	96	96	96	87	95	90	105	105
COc1ccc(Cn2cc3c(c2-c2cc(OC)c(OC)c(OC)c2)CCc2c(CN4CCCC4)noc2-3)cc1	29	14	16	21	51	18	37	-39*
Clc1ccc(-c2cc(-c3cc(-c4ccc(Cl)c(Cl)c4)n[nH]3)[nH]n2)cc1Cl	.	96	102	98	109	106	.	106
CNC1=C([N+](=O)[O-])C(c2ccc(F)cc2)C(C#N)=C(c2ccc[nH]2)O1 (configuration not stated)	.	95	108	103	94	102	106	105
COc1ccc2cc(-c3ccnc4c(N=Nc5ccccc5)c(-c5ccccc5)nn34)ccc2c1	72	84	89	99	101	85	105	103
O=C(OCc1ccccc1)n1nnc2ccccc21	107	107	111	109	107	116	97	101
O=C(Nc1cccc(Cl)c1)Sc1ccccc1	97	98	93	99	106	91	101	104
N#Cc1c(-c2ccc(Cl)cc2)nc(NN=Cc2cccc(Cl)c2)nc1N1CCOCC1	8.7*	35	73	65	85	53	91	92
CC(=O)Oc1csc(N(C(C)=O)c2cccc(Br)c2)n1	112	99	95	76	107	104	83	100
Cc1ccc(-c2cc(-c3ccccc3)nc(Nc3nc4ccccc4[nH]3)n2)cc1	.	103	96	94	109	86	105	107
CN(C)c1cccc(-c2ccc(S(=O)(=O)Nc3ccc4c(c3)N(C(=O)C3CC3)CCC4)cc2)c1	98	52	79	64	30	75	97	74
Cc1ccc2c(n1)C[C@H](C(C)(C)O)CC[C@H]2C	107	101	106	110	108	103	97	102
O=C1c2ccccc2-c2ccccc2C1(Cl)Cl	17	-15*	11	-11*	-87*	0.1*	-28*	-90*
COc1cc(Nc2nc(O)c(/C=C3\C=Nc4ccccc43)s2)cc(OC)c1OC	2.6*	3.3*	15	-25*	-20*	2.9*	-41*	-77*
CC(=O)CC(C)=O	111	110	107	77	105	107	115	106
COC(=O)C1(CC(=O)c2ccc(Cl)cc2)NC(=S)NC(=O)C1C#N (configuration not stated)	105	109	103	106	106	112	106	108
COc1ccc(CCN2C(=O)/C(=C/c3ccc(C4Oc5ccccc5C5CC(c6ccc(OC)cc6)=NN54)cc3)SC2=S)cc1 (configuration not stated)	114	106	111	109	102	102	104	103
CN1CCN2c3ccccc3Cc3ccccc3C2C1 (configuration not stated)	83	.	100	102	.	77	87	97
Cc1c2c(c(C)c3c1oc1ccc(O)cc13)C(=O)N(CCN1CCCCC1)C2=O	64	98	87	92	106	96	99	101
O=C(C[P+](c1ccccc1)(c1ccccc1)c1ccccc1)c1ccccc1	90	84	91	93	103	92	84	99
CC(=O)c1ccc(-c2ccc([N+](=O)[O-])cc2)cc1	112	124	125	.	101	121	119	106
O=C(O)c1cc(N=Nc2ccc(-c3ccc(N=Nc4ccc(N=Nc5ccc(O)c(C(=O)O)c5)c5cc(S(=O)(=O)O)ccc45)cc3)cc2)ccc1O	106	103	102	99	104	99	92	102
COc1ccc(-c2nc(-c3nc4cc(C(=O)c5ccccc5)ccc4[nH]3)cc3c2[nH]c2ccccc23)cc1	79	78	76	59	83	71	98	89
O=c1oc2ccc(Br)cc2cc1-c1csc(-n2ccc(-c3cc4cc(Br)ccc4oc3=O)n2)n1	.	99	101	100	100	108	87	112
Nc1nc2c(c(=O)[nH]1)C1(C(=O)N(Cc3ccccc3)c3ccccc31)c1c(nc(N)[nH]c1=O)N2	108	97	100	95	99	100	87	111
Cc1cc(Br)nc2ccccc12	93	101	98	102	100	101	109	100
c1cc2c(cc1CC1CO1)OCO2 (configuration not stated)	90	99	103	103	94	97	99	103
Cc1ccc(COc2ccc(Nc3ncnc4onc(-c5ccccc5)c34)cc2)cc1	95	89	100	101	101	90	98	96
CCCc1cc2c(cc1N(C)S(=O)(=O)c1ccccc1)OCO2	84	75	89	.	93	79	95	99
COc1ccc(-c2c(N)oc3ccc(Cl)cc3c2=O)cc1OC	.	.	96	103	104	96	109	115
CCOc1c(C#N)c(Nc2ccc(S(N)(=O)=O)cc2)c(C#N)c2nc(=S)ncn12	97	103	103	109	100	102	99	105
N#Cc1cnc(OC2CCNC2)nc1-n1cnc2ccccc21 (configuration not stated)	109	96	126	113	145	101	80	103
NCCOCCOc1ccccc1	101	108	92	89	118	101	114	107
Cc1c(C)n(CC(O)CNC2CCCCC2C)c2ccccc12 (configuration not stated)	1.9*	4.1*	-9.1*	-11*	-34*	4.3*	-9.4*	-68*
Cc1cc([N+](=O)[O-])ccc1I	98	117	.	115	103	103	89	107
COc1cc2c(cc1-c1c(C)noc1C)ncc1nc(-c3ccccn3)n([C@H](C)COC(F)F)c12	28	33	41	8.6*	47	44	41	46
COC(=O)CC[C@@H]1O[C@@H](c2ccccc2)C[C@H]1O	98	105	99	100	107	106	104	107
CCCCOC(=O)C1=C(C(=O)OCCCC)CCCC1	.	99	108	114	112	.	111	99
CCOC(=O)c1cnn(-c2ccc(-c3ccccc3OC)nn2)c1N	73	97	85	80	78	88	.	105
CCOC(=O)c1cnn2c3ccccc3n(S(=O)(=O)c3ccc(OC)cc3)c12	14	11	9.3*	.	-12*	16	10	2.9*
CC(=O)Nc1cc(OCc2ccccc2)c2nc(NC(=O)c3[nH]c(C)c(Cl)c3Cl)sc2c1	74	73	50	63	98	54	92	94
O=C(Nc1ccccc1)Nc1ccc(NC(=O)c2cc(=O)[nH]c3ccccc23)cc1	99	100	106	101	69	100	91	82
COc1ccc(NC(=O)Cn2cc(CN3C(=O)c4ccc([N+](=O)[O-])cc4C3=O)nn2)cc1	.	98	109	102	110	101	91	110
O=C(/C=C/c1ccccc1Cl)c1ccc(O)cc1	28	33	31	.	.	55	89	25
OC[C@H]1COC[C@@H](CI)O1	.	.	.	91	97	.	109	96
CCCCNC(=O)NC(=O)CS(=O)(=O)c1ccc(C)cc1	128	126	113	111	118	115	126	105
Cn1c(Cn2nc(-c3ccccc3)ccc2=O)n[nH]c1=S	94	99	99	96	96	95	97	107
COc1nc(N)nc(-n2c(-c3ccc(C)cc3)nc3ccccc32)c1NCc1ccc(C)cc1	81	87	94	81	99	83	80	102
O=C(NC1CC1)c1cc2n(n1)CC(c1ccccc1)N2 (configuration not stated)	104	103	108	112	98	109	91	99
COC(=O)c1cc(C(=O)OC)cc([N+](=O)[O-])c1	75	100	102	94	107	71	112	115

Reprinted from the part before: two compounds, followed by the next part.
smiles	SR	K-562	CCRF-CEM	RPMI-8226	MDA-MB-468	MOLT-4	MDA-MB-231	MDA-MB-435
O=C(NC1CC1)c1cc2n(n1)CC(c1ccccc1)N2 (configuration not stated)	104	103	108	112	98	109	91	99
COC(=O)c1cc(C(=O)OC)cc([N+](=O)[O-])c1	75	100	102	94	107	71	112	115
CCNC(=O)Nc1nc2ccc(Oc3ccnc(C(=O)NC)c3)cc2s1	30	8.2*	63	85	51	48	73	3.1*
Brc1cc2c(c3ccccc13)N1O[C@@H](C2)C[C@H]1c1cccs1	98	93	77	84	94	84	88	90
Cc1ccc(Nc2cc(N)nc(N)n2)cc1	105	88	107	93	92	91	108	106
O=C(Nc1ccccc1)Nc1cccc(-n2cc(-c3ccncc3)c(-c3ccc(O)c(Cl)c3)n2)c1	12	24	30	9.5*	55	38	16	52
COc1ccc(-c2cc(-c3cc(OC)c(OC)c(OC)c3)c(C#N)c(=O)n2Cc2ccc(C(=O)O)cc2)cc1	81	84	95	82	105	99	91	94
O=C1/C(=C/c2cc(F)cc(F)c2)Cc2cc(F)cc(F)c21	63	84	110	94	74	87	95	95
CC(C)c1ccc(/C=N\NC(=O)C[N+](C)(C)C)cc1	69	45	101	99	.	90	105	98
CCC(c1ccc(OC)cc1)C(CC)c1ccc(O)c(CN2CCN(C)CC2)c1 (configuration not stated)	4.3*	9.4*	57	-22*	30	57	56	33
COc1ccccc1/C=C/C(=O)c1ccccc1	11	6.2*	29	-36*	21	46	80	71
COC(=O)C1(O)CCCCC1	100	97	97	101	.	103	104	101
C=CCn1c(C)nc2cc(Nc3nc(N4CCOCC4)nc4nc[nH]c34)ccc21	86	71	90	72	85	74	78	100
CC(=O)O[C@H]1CC[C@]2(C)[C@H]3CC[C@@H]4[C@H]5[C@H](C(C)C)CC[C@]5(C(=O)NCCN=C(N)N)CC[C@@]4(C)[C@]3(C)CC[C@H]2C1(C)C	69	52	91	80	47	82	80	106
CCOC(=O)c1c2c(n(-c3ccc(I)cc3)c1-c1ccccc1)C=CCC2	82	70	96	90	94	79	96	96
C=CCc1c(N(C)c2ccccc2)cccc1-n1cnc2ccccc21	96	80	94	77	87	90	84	92
O=c1[nH]cnc2c1ncn2-c1ccc(Cl)cc1	89	100	96	.	112	88	107	122
CCOC(=O)c1cc(C(=O)c2ccc(Br)cc2)n2cc(C)cc(C)c12	98	99	84	84	108	99	80	102
O=c1sc(N=Nc2ccccc2)c(S)n1-c1ccccc1	74	84	88	74	104	102	89	79

Single records, as listed above.
CC(=O)Nc1cc(OCc2ccccc2)c2nc(NC(=O)c3[nH]c(C)c(Cl)c3Cl)sc2c1 across the screens: SR = 74; K-562 = 73; CCRF-CEM = 50; RPMI-8226 = 63; MDA-MB-468 = 98; MOLT-4 = 54; MDA-MB-231 = 92; MDA-MB-435 = 94
C/C(=C\CCc1ccoc1)CC/C=C(\C)CCCBr across the screens: SR = 96; K-562 = 96; CCRF-CEM = 96; RPMI-8226 = 87; MDA-MB-468 = 95; MOLT-4 = 90; MDA-MB-231 = 105; MDA-MB-435 = 105
NCCOCCOc1ccccc1 across the screens: SR = 101; K-562 = 108; CCRF-CEM = 92; RPMI-8226 = 89; MDA-MB-468 = 118; MOLT-4 = 101; MDA-MB-231 = 114; MDA-MB-435 = 107
